Screening results as filed in PubChem BioAssay.
B2AR arrestin: recruits beta-arrestin to the human beta2-adrenergic receptor | P07550 | beta-arrestin recruitment to beta2AR, cell-based reporter | Potency, µM (series often up to 46.1 µM), inactives show at the top dose activation, most hits filed as activators | hit rate 0.02% among 330,000;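 note: potency is the fitted concentration of half-maximal effect; 0% = DMSO controls and full agonism = EC100 isoproterenol or metaproterenol; nearly all actives have a fitted effect of over 65% in size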
Giardia kill: kills Giardia lamblia. hit rate 0.15% among 340,000. Giardia lamblia trophozoite viability. activity change, % at 7.66 µM, hits read low. AID 540267; in the data active = activity change below about -80%; inconclusive = between about -30% and that limit;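 note: parasites exposed to compound for two days anaerobically before the ATP read; % is set by controls: 0 for no effect and ±100 for the full control effect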
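Trophozoite viability was measured as ATP-dependent luminescence, read 15-30 min after reagent addition. Before that, parasites at 100 cells/well were exposed to compounds for 48 h, anaerobically, at 37 deg C.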
FBPA coupling cs: inhibits coupling enzyme system, counter-screen for aldolase hits; coupling enzyme system counterscreen, AmpLite Red fluorescence; activity change, negative = inhibition, % at 58.2 µM, hits read low; hit rate 0.67% among 290,000; in the data active = activity change below about -30%; note: % is set by controls: 0 for no effect and ±100 for the full control effect
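Fluorescence at 525 nm excitation and 598 nm emission measured inhibition of the coupled detection system without aldolase. Compounds (at 57.5 uM final) were preincubated 10 min at room temperature with coupling enzyme reagent before a 20 min substrate/AmpLite Red step.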
PKM2 activator: PKM2 (human) enzyme activation. P14618. purified PKM2, Kinase-Glo ATP luminescence, activation; response scale: 0% is enzyme alone, no compound. Potency, µM (titrated, usually from 57.5 µM), without a hit: top-dose activation, most hits filed as activators. hit rate 0.34% among 260,000. AID 1631; note: potency is the fitted concentration of half-maximal effect; % is set by controls: 0 for no effect and ±100 for the full control effect; nearly all actives have a fitted effect of over 55% in size
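Purified hPK-M2 (>95%) run at intermediate activity with 0.1 mM ADP and 0.5 mM PEP in 50 mM imidazole pH 7.2, KCl, MgCl2; 1 h room temperature. ATP formed read by Kinase-Glo luminescence; normalized to uninhibited and no-enzyme controls.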
GALK inh: inhibitors of human galactokinase; P51570; hit rate 0.007% among 270,000; AID 1868; Purified GALK, Kinase-Glo residual ATP luminescence; Potency, µM (series often up to 57.5 µM), without a hit: at the highest dose activity change, negative = inhibition, hits mostly inhibitors; note: potency is the fitted concentration of half-maximal effect; % is set by controls: 0 for no effect and ±100 for the full control effect
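Galactose (100 uM) and ATP (35 uM) were turned over by 5 nM GALK for 1 h at RT. Kinase-Glo Plus then converted the remaining ATP into a luminescent signal.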
TSG101-PTAP inh: blocks PTAP/TSG101 interaction to inhibit HIV-1 budding; Potency, µM (doses to about 115 µM), inactives show top-dose activity change, negative = inhibition, most hits filed as inhibitors; Q99816; 340,000 tested, under 10 active; AID 493005; Fluorescence polarization, FITC-PTAP peptide / Tsg101 binding; active = well fitted inhibition curve with a large enough effect in the main read-out, with a control signal flat, not every such curve was filed as active; inconclusive = small, poorly fitted or top-dose-only effect, or effect the other way, or a change in a side signal; inactive = no such curve, though single readings can be large or run the other way; note: potency is the fitted concentration of half-maximal effect; % of control where 0% means no effect
Target sequence (Q99816 whole entry, looked up): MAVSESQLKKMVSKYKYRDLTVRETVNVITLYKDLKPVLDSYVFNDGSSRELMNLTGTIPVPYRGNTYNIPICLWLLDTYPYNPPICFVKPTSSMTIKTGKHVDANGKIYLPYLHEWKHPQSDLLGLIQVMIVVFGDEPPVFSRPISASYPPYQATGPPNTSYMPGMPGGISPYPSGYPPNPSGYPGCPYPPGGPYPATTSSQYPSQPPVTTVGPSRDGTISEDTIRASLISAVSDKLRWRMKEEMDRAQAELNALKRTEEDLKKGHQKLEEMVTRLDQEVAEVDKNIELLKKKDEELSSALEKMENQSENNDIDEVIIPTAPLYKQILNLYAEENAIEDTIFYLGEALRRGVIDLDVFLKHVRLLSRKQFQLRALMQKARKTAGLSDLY
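Tsg101 binding domain (10 uM final) was mixed with compound and a FITC-labeled PTAP peptide (50 nM final) in HEPES pH 7.5 buffer with NaCl, Tween 20, EDTA and TCEP; fluorescence polarization was read after 20 min at r.t.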
Menin-MLL TR inh: menin-MLL binding inhibition, Texas Red mutant peptide; Menin + Texas Red MLL mutant peptide, fluorescence polarization; Potency, µM (top dose mostly 61.6 µM), for the others: at the top dose FP activity change, negative = inhibition, most hits filed as inhibitors; hit rate 0.23% among 270,000; O00255; active = well fitted inhibition curve with a large enough effect in the polarisation, with a control signal flat, not every such curve was filed as active; inconclusive = small, poorly fitted or top-dose-only effect, or effect the other way, or a change in a side signal; inactive = no such curve, though single readings can be large or run the other way; the % refers to the polarisation; note: potency is the fitted concentration of half-maximal effect; % of control where 0% means no effect; many of its hits are not listed in these tables
BCR signal inh: blocks chronic active B-cell receptor signaling | ABC-DLBCL IkBa-CBG/CBR reporter, luminescence ratio, 4 h | hit rate 0.05% among 340,000 | Potency, µM (doses to about 46.1 µM), for inactives: top-dose ratio change, negative = lower green/red ratio, actives largely listed as inhibitors | AID 493014; active = well fitted inhibition curve with a large enough effect in the signal ratio, with a control signal flat, not every such curve was filed as active; inconclusive = small, poorly fitted or top-dose-only effect, or effect the other way, or a change in a side signal; the % refers to the signal ratio;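 note: potency is the fitted concentration of half-maximal effect; plate controls were basal doxycycline-induced cells for no effect and cells given 10 µM MG132 for full effect; MG132 reads +100%, hits lower the ratio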
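Compounds up to 46 uM were incubated four hours with TMD8 cells whose green CBG68 luciferase is fused to IkappaBalpha; red CBR luminescence normalised the signal, and concentration-effect curves were fitted to fusion, red and ratio data.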
Tb PFK inh: T. brucei PFK enzyme inhibition. O15648. T. brucei PFK, ADP-Glo luminescence. Potency, µM (series often up to 57.5 µM), inactives show top-dose activity, negative = inhibition, most hits filed as inhibitors. hit rate 0.17% among 330,000. AID 485367;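 note: potency is the fitted concentration of half-maximal effect; 0% = uninhibited 1x PFK enzyme wells and -100% = no-enzyme wells; nearly all actives have a fitted effect of over 60% in size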
Target sequence (O15648 whole entry, looked up): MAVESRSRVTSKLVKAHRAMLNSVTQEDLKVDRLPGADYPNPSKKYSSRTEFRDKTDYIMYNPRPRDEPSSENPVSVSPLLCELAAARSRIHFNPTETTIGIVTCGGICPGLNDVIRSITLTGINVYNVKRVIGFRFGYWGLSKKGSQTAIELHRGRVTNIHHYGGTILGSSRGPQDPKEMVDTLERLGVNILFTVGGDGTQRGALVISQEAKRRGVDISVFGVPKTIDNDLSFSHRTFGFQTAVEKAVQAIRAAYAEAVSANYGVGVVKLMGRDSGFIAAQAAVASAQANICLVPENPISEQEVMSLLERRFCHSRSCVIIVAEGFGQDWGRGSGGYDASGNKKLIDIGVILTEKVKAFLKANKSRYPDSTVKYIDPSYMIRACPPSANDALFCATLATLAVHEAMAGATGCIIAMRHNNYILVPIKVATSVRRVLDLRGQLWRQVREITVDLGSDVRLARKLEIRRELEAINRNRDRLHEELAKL
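Compounds were pin-transferred as a titration series up to 57 uM into substrate buffer (0.5 mM F6P, 0.1 mM ATP, pH 8.0), then 1.25 nM PFK was added and reactions ran 45 min before ADP-Glo detection.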
Integrin act MD: integrin-mediated muscular dystrophy alleviation activation | alpha7betagal myoblasts, beta-gal FDG fluorescence, 48 h | Potency, µM (top dose mostly 38.3 µM), inactives show at the top dose activation, actives largely listed as activators | hit rate 0.064% among 350,000 | AID 624291;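 note: potency is the fitted concentration of half-maximal effect; 100% = response of the positive control SU9516; nearly all actives have a fitted effect of over 60% in size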
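Alpha7betagal+/- myoblasts (passage 13) were plated 16-24 hr, then exposed to compounds (1:260 dilution of DMSO stock) for 48 hours at 37C. After MPER lysis, β-galactosidase reporter activity was read as FDG fluorescence (ex 480/em 540) after 30 minutes.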
ASM inhibitor: blocks human secretory acid sphingomyelinase | P17405 | placental ASM, HMU-PC fluorogenic substrate, 60 min | Potency, µM (highest dose often 57.5 µM), without a hit: at the top dose activity change, negative = inhibition, actives largely listed as inhibitors | hit rate 0.006% among 340,000; note: potency is the fitted concentration of half-maximal effect
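Fluorogenic HMU-PC substrate (9 uM final) is turned over by placental ASM in 60 min at 37 C after a 10 min compound preincubation. Reaction ended by alkaline stop (pH 10), with fluorescence read at 386/447 nm.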
Active calls of the source: *; ? = inconclusive; . = no result given; [ ] = remark or other dose. Unless noted, calls come from the whole dose curve; as a rule, active = well fitted curve in the direction sought with a large enough effect; inconclusive = small, poorly fitted or top-dose-only effect, or another doubt; inactive = no such curve, though single readings can be large; an effect the other way counts as inactive or inconclusive. The list is partial; the hit share may differ from the screen's.

SMILES	B2AR arrestin	Giardia kill	FBPA coupling cs	PKM2 activator	GALK inh	TSG101-PTAP inh	Menin-MLL TR inh	BCR signal inh	Tb PFK inh	Integrin act MD	ASM inhibitor
COc1cccc(-c2nc(CS(=O)(=O)CC(=O)NCCC(C)C)c(C)o2)c1	-0.8%	21	-1	6%	-1%	1%	3%	0%	0%	16%	1%
Cc1ccc(C(=O)NC2CCN(CC(=O)NC3CCC(C)CC3)CC2)cc1 (stereo unspecified)	-0.2%	-16	2	-1%	3%	-6%	-9%	-1%	-2%	-8%	2%
O=C1NC(=Nc2cccc([N+](=O)[O-])c2)SC1(CO)CO	0.0%	-2	5	.	3%	-3%	31%[activator]	-3%	0%	18%	2%
Cc1ccc(Cc2cnc(NC(=O)c3cccs3)s2)cc1	-0.1%	-5	.	-2%	-3%	-3%	?	?	-1%	-19%	-23%
COc1cc(C)nc(N(C)C(C)=O)n1	-2.0%	16	4	0%	.	-3%	0%	1%	4%	?	-2%
COc1ccc(S(=O)(=O)N2CCc3ccccc32)cc1C(=O)O	-2.0%	-9	0	-1%	-2%	0%	10%	1%	-2%	-1%	5%
Cc1cc(C(=O)COC(=O)Cc2ccc(Br)cc2)c(C)n1C	0.5%	16	.	.	.	1%	.	5%	-4%	6%	0%
CC1CCC/C(=C\Nc2ccc(O)cc2)C1=O (stereo unspecified)	5.3%	21	-38*	9%	7%	-10%	?	-4%	-5%	-38%	1%
CCN(CC1COc2ccccc2O1)C(=O)CN1C(=O)NC(C)(c2ccccc2)C1=O (stereo unspecified)	-0.2%	-5	.	.	.	-2%	.	-1%	0%	-7%	11%
CC(Oc1ccc(F)cc1)C(=O)Nc1cc(S(=O)(=O)N2CCCCC2)ccc1N1CCOCC1 (stereo unspecified)	-0.2%	33[activator]	.	.	.	-4%	.	?	3%	3%	4%
COc1ccc(/C=N/OCC(=O)Nc2ccc3c(c2)OCO3)c(OC)c1	-0.2%	-3	1	0%	-7%	1%	-3%	-2%	10%	-6%	0%
CCN1CCN(C(=O)c2ccc(OCC(=O)Nc3ccc(F)cc3)c(OC)c2)CC1	-0.1%	-2	3	2%	0%	-5%	8%	1%	0%	-3%	0%
NC(=O)c1oc2ccccc2c1NC(=O)c1ccco1	-0.1%	2	7	-4%	1%	-4%	4%	?	-2%	-9%	9%
CCCCNC(=O)CSc1nnc(Cc2ccc(Cl)c(Cl)c2)c(=O)[nH]1	-0.3%	12	10	-12%	-6%	-11%	4%	2%	-9%	1.4µM*	1%
CCOc1cc(/C=C2/C(=N)N3OC(C)=CC3=NC2=O)ccc1OCCOc1ccccc1	-0.1%	-1	3	0%	-3%	-5%	4%	7%	4%	-1%	45%[activator]
O=C(OC(C(=O)NCc1ccc2c(c1)OCO2)c1ccncc1)c1ccc(Cl)nc1 (stereo unspecified)	0.3%	-17	-2	-7%	-1%	-1%	2%	1%	2%	13%	6%
COCCCNC(=O)c1c(N)n(/N=C/c2cccnc2)c2nc3ccccc3nc12	0.0%	7	0	-2%	1%	0%	4%	?	7%	4%	233%[activator]
CC(NC(=O)c1ccco1)c1nc(-c2ccccc2)no1 (stereo unspecified)	-0.7%	-4	-4	0%	-3%	-2%	1%	?	-7%	0%	4%
CC1(C)CC(=O)CC(C)(C)N1OC(=O)c1ccccn1	-0.2%	7	1	7%	1%	-2%	37%[activator]	2%	-11%	-18%	7%
COc1cc(C(=O)Oc2ccccc2/C=N/NC(=O)c2ccc(Cl)cc2)cc(OC)c1OC	-1.1%	8	0	-1%	1%	-2%	6%	-21%	2%	-20%	-6%
Cc1cc(C)c(C#N)c(SCc2nnc(-c3ccccc3[N+](=O)[O-])o2)n1	0.3%	-27	-11	0%	3%	-6%	19%	?	-6%	34%	-3%
Cc1cc(C(=O)NNC(=S)NCc2ccco2)n(C)n1	0.2%	23	-2	1%	0%	-1%	7%	6%	0%	11%	1%
O=c1c(-c2ccccc2)n[nH]c2ccccc12	0.0%	33[activator]	1	1%	6%	-2%	3%	5%	-15%	23%	-1%
Cc1cc(C)c2cc(C)c3nnc(SCC(=O)NCc4ccc5c(c4)OCO5)n3c2c1	-0.3%	8	-4	-1%	3%	-6%	-2%	0%	-3%	-21%	-18%
CCOC(=O)Cc1nn(Cc2ccc(Cl)cc2)c(=O)c2ccccc12	0.1%	4	2	-1%	6%	-1%	-1%	-14%	-3%	17%	-10%
COc1ccc(CC(NC(C)=O)C(=O)NC2CCN(c3nc(C)cc(C)c3C#N)CC2)cc1 (stereo unspecified)	-0.9%	-7	0	0%	-1%	-2%	-15%	-14%	3%	-27%	-1%
COC(=O)C1=C(O)/C(=C/c2ccc(OCC(=O)Nc3ccccc3)cc2)N=C1C	0.5%	-4	.	10%	-1%	5%	.	2%	-1%	5%	3%
CC(C)c1ccc(/C=C/C(=O)n2nnc3ccccc32)cc1	.	24	2	0%	-1%	-6%	10%	.	.	-63%[inhibitor]	13%
CCOC(=O)c1c(C)c(C(=O)Nc2ccc3c(c2)OCCO3)c(C)n1C	-0.5%	-9	-3	-10%	2%	-6%	4%	-4%	-3%	3%[7.66 µM]	1%
O=C(O)COc1ccc(/C=N/NC(=O)C(O)(c2ccccc2)c2ccccc2)cc1	0.4%	-5	-9	.	-2%	-3%	-2%	1%	-1%	-9%	3%
O=C(COc1coc(CN2CCc3ccccc3C2)cc1=O)Nc1cccc(F)c1	0.0%	-26	.	.	.	-2%	.	-1%	-6%	-2%	-3%
COc1cc(/C=N/NC(=O)c2sc(N)c(C#N)c2C)ccc1O	-0.1%	9	1	-3%	3%	-7%	0%	-10%	2%	-1%	-9%
Cc1ccc(S(=O)(=O)NCCC(=O)OCC(=O)NCCc2ccccc2)cc1C	0.4%	-1	.	.	.	0%	.	-1%	0%	-7%	-1%
CC(CN1CCCC1)OC(=O)C(c1ccccc1)c1ccccc1 (stereo unspecified)	-0.6%	-16	0	-4%[11.5 µM]	-2%	-7%	-15%	-2%	2%	-13%	4%
COCCN(C(=O)COC(=O)CCS(=O)(=O)c1ccccc1)c1c(N)n(Cc2ccccc2)c(=O)[nH]c1=O	-0.1%	-7	.	.	.	-4%	.	1%	-2%	17%	6%
Cc1c(Cl)cccc1N1C(=O)CC(NNC(=O)c2ccc3c(c2)OCO3)C1=O (stereo unspecified)	-0.3%	-19	.	.	.	-3%	.	-10%	8%	-6%	1%
CCOC(=O)C1CCN(C(=O)c2cc(C)n(C(C)(C)C)n2)CC1	-0.4%	-3	1	-10%	-2%	-1%	.	?	-3%	6%	1%
CCn1c(Cc2ccccc2)nnc1SCc1nc2ccccc2c(=O)[nH]1	-0.2%	12	1	1%	0%	-3%	-22%	2%	-7%	-4%	3%
CSc1ccccc1C(=O)OCC(=O)NC1CCS(=O)(=O)C1 (stereo unspecified)	-0.1%	-2	2	1%	8%	0%	2%	-2%	0%	7%	-1%
CCOC(=O)c1nc(Nc2ccc(C)cc2)c2ccccc2n1	0.4%	3	-6	-2%	-2%	0%	2%	?	-1%	?	-7%
CCN(C(=O)CSc1nnc(-c2ccc(F)cc2)c2ccccc12)C1CCS(=O)(=O)C1 (stereo unspecified)	-0.9%	8	3	2%	7%	-7%	-10%	?	0%	-24%	-3%
CC(C)=CC(=O)OCC(=O)NC(=O)NC(C)(C)C	-0.3%	1	0	3%	0%	-8%	0%	?	0%	-1%	4%
COc1ccc2c3c([nH]c2c1)C1CC2C(CC(O)C(OC)C2CO)CN1CC3 (stereo unspecified)	-0.4%	-25	-3	0%	1%	-4%	.	-12%	0%	20%	130%[activator]
COc1ccc(CC2(C)OC(c3ccc([N+](=O)[O-])cc3)=NN2C(C)=O)cc1 (stereo unspecified)	-0.8%	0	7	-4%	0%	0%	.	12%	-1%	0%	-1%
CC(=O)c1ccc(S(=O)(=O)NCC2(N3CCOCC3)CCCCC2)cc1	-0.1%	11	.	.	.	-3%	.	0%	-7%	-9%	1%
Nc1nc(-c2ccccc2)cc(-c2ccccc2O)n1	0.4%	-13	-6	-5%	-1%	-5%	45%[activator]	?	?	-12%	?
COc1cc(C)nc(NC(=O)COc2ccc(Cl)cc2C)n1	0.0%	-12	4	-18%	1%	-6%	-13%	1%	11%	25%	-1%
CC1OC2(C)OC(=N)C1(C#N)C(C#N)(C#N)C2c1ccccc1 (stereo unspecified)	-0.4%	6	1	16%	0%	-3%	-2%	1%	-11%	0%	.
